APEX1 inh = inhibitors of human APE1 endonuclease | P27695 | Potency, µM (titrated, usually from 65.8 µM), without a hit: top-dose activity change, negative = inhibition, most hits filed as inhibitors | recombinant APE1, TAMRA/BHQ-2 abasic DNA cleavage fluorescence | 0.35% of 350,000 active;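 further: plate controls were vehicle for no effect and reference inhibitor for full effect; nearly all actives have a fitted effect of over 55% in size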
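Activity was derived from the fluorescence gain between first and third kinetic reads (60 s intervals, ex 525/em 598 nm) after 50 nM THF-abasic TAMRA/BHQ-2 duplex was added to 0.75 nM APE1 preincubated 15 min with compound.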
G9a block = blocks human histone lysine methyltransferase G9a; Q96KQ7; G9a H3K9 monomethylation, AlphaScreen, 2 h; Potency, µM (series often up to 102 µM), inactives show at the highest dose activity, negative = inhibition, most hits filed as inhibitors; 8.8% of 350,000 active; AID 504332; further: on the % scale 0 is the no-effect control and ±100 the full control effect; nearly all actives have a fitted effect of over 75% in size
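Readings reflect AlphaScreen signal from monomethyl-H3K9 antibody detection. HMT at 20 nM; substrate b-H3K9 500 nM; cofactor SAM 20 uM; 2 h RT reaction; compounds tested as titrations in qHTS with 15 min preincubation.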
Apoferritin bind = binds horse apoferritin like a general anesthetic | P02791 | apoferritin/1-aminoanthracene competitive binding, fluorescence | Potency, µM (top dose mostly 77.5 µM), for inactives: top-dose activity change, negative = displacement, hits mostly inhibitors | 0.074% of 350,000 active | AID 485281; further: on the % scale 0 is the no-effect control and ±100 the full control effect; nearly all actives have a fitted effect of over 20% in size
Target sequence (P02791 2-175 limits assumed): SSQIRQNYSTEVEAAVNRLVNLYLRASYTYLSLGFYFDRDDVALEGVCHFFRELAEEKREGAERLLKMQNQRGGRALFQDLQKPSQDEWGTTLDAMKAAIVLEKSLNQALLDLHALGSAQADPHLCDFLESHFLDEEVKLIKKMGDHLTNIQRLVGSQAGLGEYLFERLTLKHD
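In PBS, apoferritin at 10 uM is loaded with 1-AMA from a 50% saturated solution. After 10 min of compound exposure at ambient temperature, reduced 535 nm fluorescence indicates probe displacement.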
BAZ2B inh = inhibitors of human BAZ2B bromodomain. AlphaScreen BAZ2B-H3K14Ac peptide displacement. Q9UIF8. 4.4% of 360,000 active. Potency, µM (highest dose often 114 µM), for the others: at the highest dose activity change, negative = inhibition, actives largely listed as inhibitors. AID 504333; further: on the % scale 0 is the no-effect control and ±100 the full control effect; nearly all actives have a fitted effect of over 60% in size
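Protein-peptide AlphaScreen: BAZ2B 50 nM, b-H3K14Ac 50 nM, 1x PBS pH 7.4 + 0.01% Tween-20. Preincubation 30 min RT; cpd 30 min RT (top 110 uM); beads 20 min RT, light-protected.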
Pol eta inh = inhibitors of human DNA polymerase eta. Q9Y253. recombinant Pol eta, fluorescent DNA replication assay. Potency, µM (series often up to 114 µM), inactives show at the top dose activity change, negative = inhibition, actives largely listed as inhibitors. 1.2% of 390,000 active. AID 588591; further: on the % scale 0 is the no-effect control and ±100 the full control effect
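Fluorescent replication assay: 50 nM final substrate added after a 15 min room-temperature compound preincubation with 10 nM enzyme. Signal taken at 0 min and again at 10 min.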
BLM helicase inh = inhibitors of human Bloom syndrome helicase BLM; P54132; recombinant BLM DNA unwinding, fluorescence dequenching; 0.2% of 350,000 active; Potency, µM (titrated, usually from 56.1 µM), without a hit: at the highest dose activity change, negative = inhibition, usual class: inhibitors;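 further: plate controls were vehicle for no effect and no enzyme for full effect; nearly all actives have a fitted effect of over 35% in size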
POLK inh = DNA polymerase kappa (human) inhibition; Q9UBT6; Potency, µM (titrated, usually from 107 µM), inactives show at the highest dose activity, negative = inhibition, hits mostly inhibitors; purified Pol kappa, fluorescent DNA synthesis assay, 10 min; 0.53% of 400,000 active; further: on the % scale 0 is the no-effect control and ±100 the full control effect
Target sequence (Q9UBT6 whole entry, looked up): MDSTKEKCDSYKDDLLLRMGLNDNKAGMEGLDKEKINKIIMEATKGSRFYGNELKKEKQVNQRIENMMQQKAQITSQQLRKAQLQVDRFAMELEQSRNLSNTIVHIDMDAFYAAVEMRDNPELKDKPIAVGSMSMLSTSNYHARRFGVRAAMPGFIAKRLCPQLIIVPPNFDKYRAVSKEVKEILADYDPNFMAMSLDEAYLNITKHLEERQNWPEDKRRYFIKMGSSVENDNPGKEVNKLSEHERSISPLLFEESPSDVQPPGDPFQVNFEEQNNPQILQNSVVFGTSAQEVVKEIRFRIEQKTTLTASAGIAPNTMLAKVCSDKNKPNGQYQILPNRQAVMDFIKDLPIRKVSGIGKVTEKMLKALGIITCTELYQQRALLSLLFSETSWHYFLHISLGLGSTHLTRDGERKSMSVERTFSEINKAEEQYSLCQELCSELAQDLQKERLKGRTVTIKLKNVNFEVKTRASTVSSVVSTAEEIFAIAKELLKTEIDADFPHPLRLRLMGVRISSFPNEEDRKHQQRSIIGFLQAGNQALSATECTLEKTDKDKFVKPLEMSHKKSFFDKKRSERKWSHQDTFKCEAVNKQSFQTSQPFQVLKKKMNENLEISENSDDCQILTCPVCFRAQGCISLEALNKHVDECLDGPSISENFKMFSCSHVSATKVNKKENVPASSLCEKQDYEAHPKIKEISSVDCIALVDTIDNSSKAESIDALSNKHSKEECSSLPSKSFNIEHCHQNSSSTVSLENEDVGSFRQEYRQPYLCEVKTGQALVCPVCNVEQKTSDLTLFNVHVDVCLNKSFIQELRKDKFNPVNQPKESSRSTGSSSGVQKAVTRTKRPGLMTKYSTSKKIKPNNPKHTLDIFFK
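Readout: fluorescence, taken kinetically at 0 and 10 min. Conditions: 10 nM Pol kappa, 15 min RT compound preincubation, 50 nM substrate final. Controls: enzyme-free buffer wells.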
Pol iota inh = blocks human DNA polymerase iota activity. 1% of 390,000 active. Pol iota fluorescent replication assay, 10 min. Potency, µM (top dose mostly 115 µM), without a hit: at the highest dose activity, negative = inhibition, actives largely listed as inhibitors
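Fluorescent replication assay read twice, at 0 min and 10 min after adding 50 nM (final) substrate. Enzyme (10 nM) and compounds were first incubated 15 min at room temperature; enzyme-free buffer wells were negative controls.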
POLB inh = inhibitors of human DNA polymerase beta; P06746; Pol beta primer extension/strand displacement, fluorescence kinetic; Potency, µM (doses to about 114 µM), without a hit: at the top dose activity change, negative = inhibition, usual class: inhibitors; 1.3% of 340,000 active; further: on the % scale 0 is the no-effect control and ±100 the full control effect
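Pol beta (10 nM) and compounds were preincubated 15 min at room temperature, then 50 nM substrate (final) started primer extension/strand displacement. Reads were taken at 0 and 10 min; concentration-response data were fitted to a four-parameter Hill equation.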
The depositor's hits bear a star; u = inconclusive; x = not tested or not shown; & = joins results of further samples; [ ] = dose if it differs, or a comment. The call rests on the fitted dose curve; in most records, active means well fitted curve in the direction sought with a large enough effect; inconclusive means small, poorly fitted or top-dose-only effect, or another doubt; inactive means no such curve, though single readings can be large; an effect the other way counts as inactive or inconclusive. Potency means the concentration at half of the fitted maximal effect. This is a subset, so the mix of outcomes need not match the whole.

[1] O=C1NC(=O)N(c2ccc3c(c2)OCO3)C(=O)/C1=C\c1ccsc1
[2] COc1ccc(-c2c3c(=O)n(C)c(=O)n(C)c3c3n2-c2ccccc2NC3c2ccccc2OC)cc1 (configuration not stated)
[3] C=CCn1c(O)c(/C=N/NC(=O)CCCC)c(=O)[nH]c1=S
[4] O=C1OC(c2ccc(O)c(S(=O)(=O)O)c2)(c2ccc(O)c(S(=O)(=O)O)c2)c2c(Br)c(Br)c(Br)c(Br)c21
[5] C[C@@H](NC(=O)[C@@H](N)Cc1ccc(O)cc1)C(=O)NCC(=O)N(C)[C@@H](Cc1ccccc1)C(=O)NCCO
[6] Cc1ccc2c(c1)C1CN(C)CCC1N2C(=O)COc1ccc(N(C)C(=O)C(C)(C)C)cc1 (configuration not stated)

Assay by compound,1,2,3,4,5,6
APEX1 inh,12%,x,18%,18%,1%,-3%
G9a block,x,u,102%[activator][59 µM],-2%[59 µM],x,u
Apoferritin bind,-5%,-3%,-3%,-2%,-5%,-19%
BAZ2B inh,-10%,-5%,u,x,x,u
Pol eta inh,15%,6%,-13%,x,x,8%
BLM helicase inh,-1%,-3%,-2%,37%[activator],0%,0%
POLK inh,0%,1%,-4%,28µM*,13%[60.1 µM],-26%
Pol iota inh,u,-13%,13%,x,x,53%
POLB inh,20%,2%,7%,x,x,u

[7] CN(C(=O)COC(=O)c1ccc([N+](=O)[O-])cc1Cl)C1CCCCC1
[8] CCC(=O)N1c2ccc(S(=O)(=O)CCC(=O)N3CCC4(CC3)OCCO4)cc2CC1C (configuration not stated)
[9] CCOC(=O)N(C)C(=O)CSP(=S)(OCC)OCC
[10] S=P(Nn1cnnc1)(c1ccccc1)c1ccccc1
[11] O=c1[nH]c(=S)n(-c2ccccc2)c(O)c1C=NCc1ccccn1
[12] Cc1ccc(C2=NCC(=O)Nc3ccc(Br)cc32)cc1

Assay by compound,7,8,9,10,11,12
APEX1 inh,-5%,2%,-7%,17%,-3%,18%
G9a block,u,1%[0.501 µM],x,8%[0.0925 µM],-2%,29%[0.501 µM]
Apoferritin bind,u,-7%,-10%,-4%,3%,-20%
BAZ2B inh,u,-9%,x,-1%,-18%,8%
Pol eta inh,-18%,-3%,x,-1%,-7%,-13%
BLM helicase inh,-6%,-1%,-3%,-1%,-5%,-9%
POLK inh,0%,-4%,16%[60.1 µM],-5%,-10%,-6%
Pol iota inh,55%[activator],3%,x,18%,21%,145%[activator]
POLB inh,0%,27%,x,-18%,7%,-9%

[13] CCN1CCN(c2cc(N3CCCC3)c([N+](=O)[O-])cc2F)CC1
[14] CCN1C(=O)NC(=O)/C(=C\c2cn(CC(=O)N3CCCCC3C)c3ccccc23)C1=O (configuration not stated)
[15] O=P(C(c1c[nH]c2ccccc12)N1CCOCC1)(N1CCOCC1)N1CCOCC1 (configuration not stated)
[16] O=[N+]([O-])c1ccc(N2CCNCC2)cc1NCc1ccco1
[17] C=Cn1ccnc1P(=S)(c1nccn1C=C)c1nccn1C=C
[18] CCCCn1c(=O)c(C(=O)Nc2cccc(C)c2)c(O)c2ccccc21

Assay by compound,13,14,15,16,17,18
APEX1 inh,-1%,11%,4%,15%,-4%,-5%
G9a block,u,33%,-58%[2.33 µM],u,-33%[59 µM],-6%[0.501 µM]
Apoferritin bind,-20%,-9%,-4%,-15%,-4%,-10%
BAZ2B inh,u,4%,u,u,-28%,u
Pol eta inh,-5%,-12%,-8%,-15%,-6%,u
BLM helicase inh,-15%,-2%,-13%,-8%,3%,-3%
POLK inh,-22%,-3%,-1%,-6%,-9%,-9%
Pol iota inh,63%[activator],u,6%,-7%,7%,17%
POLB inh,35%,25%,8%,3%,0%,16%

Laid out differently: results already given.
Sequence of screens: APEX1 inh, G9a block, Apoferritin bind, BAZ2B inh, Pol eta inh, BLM helicase inh, POLK inh, Pol iota inh, POLB inh
14	CCN1C(=O)NC(=O)/C(=C\c2cn(CC(=O)N3CCCCC3C)c3ccccc23)C1=O (configuration not stated)
  11%, 33%, -9%, 4%, -12%, -2%, -3%, u, 25%
15	O=P(C(c1c[nH]c2ccccc12)N1CCOCC1)(N1CCOCC1)N1CCOCC1 (configuration not stated)
  4%, -58%[2.33 µM], -4%, u, -8%, -13%, -1%, 6%, 8%
16	O=[N+]([O-])c1ccc(N2CCNCC2)cc1NCc1ccco1
  15%, u, -15%, u, -15%, -8%, -6%, -7%, 3%
17	C=Cn1ccnc1P(=S)(c1nccn1C=C)c1nccn1C=C
  -4%, -33%[59 µM], -4%, -28%, -6%, 3%, -9%, 7%, 0%
18	CCCCn1c(=O)c(C(=O)Nc2cccc(C)c2)c(O)c2ccccc21
  -5%, -6%[0.501 µM], -10%, u, u, -3%, -9%, 17%, 16%

Following part
[19] COc1cc(OC)cc(C(=O)Nc2ccc(Cl)cc2C(=O)c2ccccc2Cl)c1
[20] OCC(Cl)CCl (configuration not stated)
[21] COC(=O)C1=C(c2ccc(C(C)=O)cc2)C[C@@H]2CC[C@H]1N2C(=O)N1CCC(O)CC1
[22] CC(=NCc1ccco1)c1c(O)n(Cc2ccccc2)c(=O)[nH]c1=O
[23] COC(=O)C(O)C(O)(CCC(C)C)C(=O)OC1C(OC)=CC23CCCN2CCc2cc4c(cc2C13)OCO4 (configuration not stated)
[24] O=C(O)CN1C(=O)CN=C(c2ccccn2)c2cc(Cl)ccc21

Assay by compound,19,20,21,22,23,24
APEX1 inh,x,8%&4%,-1%,11%,-2%,9%
G9a block,0%[59 µM],1%[0.501 µM],8%[2.33 µM],u,31%[59 µM],-32%
Apoferritin bind,3%,x,x,u,-1%,8%
BAZ2B inh,3%,-5%,4%,-35%,x,50µM*
Pol eta inh,-13%,-12%,-10%,-7%,x,3%
BLM helicase inh,-3%,x,x,-4%,4%,0%
POLK inh,-9%,-22%,-9%,-16%,-4%[60.1 µM],10%
Pol iota inh,44%[activator],-3%,22%,-2%,x,0%
POLB inh,7%,x,x,27%,x,4%

[25] CCN(CC)c1ccc(N=Cc2c(O)n(Cc3ccco3)c(=O)[nH]c2=O)cc1
[26] O=C1NC(=O)C(CCc2ccccn2)(Cc2cccc(Cl)c2Cl)C(=O)N1c1ccc(Br)cc1 (configuration not stated)
[27] COc1ccc(C(=O)NC(=S)NNC(=O)c2cccnc2)cc1
[28] CCOc1ccc(Nc2c(S(=O)(=O)c3ccc(C)cc3)cnc3ccc(F)cc23)cc1
[29] COc1ccc2cc1Oc1ccc(cc1)C[C@H]1c3cc(c(OC)cc3CCN1C)Oc1c(OC)c(OC)cc3c1[C@@H](C2)N(C)CC3
[30] Oc1ccc2c3c1OC1C(O)CC[C@@]4(O)[C@@H](C2)N(CC2CCC2)CC[C@]314 (some centres not stated)

Assay by compound,25,26,27,28,29,30
APEX1 inh,1%,0%,-10%[12.4 µM],x,17%,-2%
G9a block,x,u,u,10µM*,24%[2.33 µM],3%[59 µM]
Apoferritin bind,-13%,3%,-7%,u,-10%[29.3 µM],0%
BAZ2B inh,-7%,-12%,13%,-37%,u,1%
Pol eta inh,-18%,-8%,-12%,-18%,-11%,x
BLM helicase inh,-5%,-6%,0%,-10%,45%[activator][21.4 µM],-1%
POLK inh,-10%,-8%,-1%,-4%,-30%,x
Pol iota inh,52%[activator],-21%,53%[activator],2%,84%[activator],x
POLB inh,29%,-11%,1%,1%,x,3%

[31] CC(N)C(=O)OC(C)(C)Cc1ccc(Cl)cc1 (configuration not stated)
[32] C=C1C(=O)O[C@H]2[C@H]1[C@H](OC(=O)CC(=O)O[C@@H]1C[C@@H](C)[C@@H]3C=CC(=O)[C@@]3(C)[C@H]3OC(=O)C(=C)[C@H]13)C[C@@H](C)[C@H]1C=CC(=O)[C@]12C
[33] CC(Cc1ccc(C(C)(C)C)cc1)CN1CC(C)OC(C)C1 (configuration not stated)
[34] O=c1[nH]c(=S)n(-c2ccc(Cl)cc2)c(O)c1C=Nc1ccc(N2CCOCC2)cc1
[35] CCOc1ccc(NC2=NCCCS2)cc1
[36] O=[N+]([O-])c1ccc(Cl)c(Cl)c1Cl

Assay by compound,31,32,33,34,35,36
APEX1 inh,37%&-3%&1%,-4%,10%,14%,81%[activator],8%&9%
G9a block,4%[59 µM],u,x,x,0%,6%[0.501 µM]
Apoferritin bind,x,-3%,1%,-9%,5%,x
BAZ2B inh,4%,1%,x,u,-13%,-22%
Pol eta inh,-7%,20µM*,x,5%,-6%,-2%
BLM helicase inh,-4%,-21%,3%,-8%,-1%,x
POLK inh,-9%[60.1 µM],79µM*,-1%[60.1 µM],-11%[60.1 µM],4%,2%
Pol iota inh,-4%,50µM*,x,-7%,19%,22%
POLB inh,11%[57.1 µM],50µM*,x,21%,5%,x

[37] O=C(NC12CC3CC(CC(C3)C1)C2)OC1CN2CCC1CC2 (configuration not stated)
[38] C=C(COC(C)=O)CC1CC(O)[C@]2(C)OC3CC4OC5C[C@]6(C)O[C@]7(C)CCC8OC9C[C@]%10(C)OC%11C(C)=CC(=O)OC%11CC%10OC9C[C@@H](C)C8OC7CC6O[C@]5(C)C/C=C\C4OC3CC2O1 (some centres not stated)
[39] CCCCn1c(O)c(C(=O)/C=C/c2c[nH]c3ccccc23)c(=O)[nH]c1=O
[40] CC1CC(Cl)CCC1C(=O)OC(C)(C)C (configuration not stated)
[41] CC1=C2CC3C(CC=C4C[C@@H](O)CC[C@@]43C)[C@@H]2CC[C@]12O[C@@H]1C[C@H](C)CN[C@H]1[C@H]2C (some centres not stated)

Assay by compound,37,38,39,40,41
APEX1 inh,-5%,-5%,6%,1%,-1%&17%
G9a block,-26%,35%[59 µM],x,x,-8%[59 µM]
Apoferritin bind,-12%,-4%,-9%,8%,2%&3%
BAZ2B inh,0%,-21%,-11%,x,x
Pol eta inh,-1%,-21%,-17%,x,x
BLM helicase inh,-3%,-3%,4%,0%,3%
POLK inh,1%,-2%,-12%,-2%[60.1 µM],11%[60.1 µM]
Pol iota inh,-12%,u,41%[activator],x,x
POLB inh,9%,u,3%,x,x

High-throughput results deposited in PubChem BioAssay by National Center for Advancing Translational Sciences (NCATS).
